BAP1 inh – inhibitors of BAP1 deubiquitinase, primary screen, biochemical, Ub-AMC fluorescence, kinetic; Ubiquitin carboxyl-terminal hydrolase BAP1 (Homo sapiens), Q92560; recombinant BAP1, Ub-AMC hydrolysis fluorescence kinetic; stronger effect = lower value; activity remaining (% of control), % at 20 µM; 0.48% of 72,000 active; AID 436, 2006;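 active means activity remaining at or below 50% of control, provided the compound also passes the data quality filters; inactive means the rest, including low values that fail the filters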;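 further: 100% = DMSO wells rate and 0% = substrate alone blank rate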
Target sequence (Q92560 whole entry, looked up): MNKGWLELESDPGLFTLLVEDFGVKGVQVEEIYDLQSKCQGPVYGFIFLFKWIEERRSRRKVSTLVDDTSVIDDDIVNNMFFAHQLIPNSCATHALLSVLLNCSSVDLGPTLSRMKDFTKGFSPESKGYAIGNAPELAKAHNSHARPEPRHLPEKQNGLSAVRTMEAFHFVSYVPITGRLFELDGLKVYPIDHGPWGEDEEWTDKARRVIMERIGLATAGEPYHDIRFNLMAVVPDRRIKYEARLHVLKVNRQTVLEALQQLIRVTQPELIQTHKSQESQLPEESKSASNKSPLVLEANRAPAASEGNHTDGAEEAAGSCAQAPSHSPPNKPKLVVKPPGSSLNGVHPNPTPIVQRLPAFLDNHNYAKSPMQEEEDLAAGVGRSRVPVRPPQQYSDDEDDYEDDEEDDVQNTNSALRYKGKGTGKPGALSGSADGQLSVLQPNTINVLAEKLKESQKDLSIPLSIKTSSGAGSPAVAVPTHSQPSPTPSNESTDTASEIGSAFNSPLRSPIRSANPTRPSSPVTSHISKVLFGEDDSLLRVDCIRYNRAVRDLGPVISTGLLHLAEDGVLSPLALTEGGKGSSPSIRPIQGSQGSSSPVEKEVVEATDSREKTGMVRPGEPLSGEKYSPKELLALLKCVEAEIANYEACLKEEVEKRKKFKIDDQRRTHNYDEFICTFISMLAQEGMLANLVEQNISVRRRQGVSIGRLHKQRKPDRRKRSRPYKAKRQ
HePTP inhibitor – inhibitors of human HePTP phosphatase, primary screen, biochemical, absorbance, leukemia target; inhibition, % at 20 µM; recombinant HePTP phosphatase activity, OD absorbance; AID 521, 2006; Tyrosine-protein phosphatase non-receptor type 7 (Homo sapiens), P35236; 0.64% of 110,000 active; in the data active means inhibition above about 50%;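 further: plate controls were vehicle for no effect and reference inhibitor for full effect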
Active calls of the source: *; . = no result given; & = joins results of further samples.

SMILES	BAP1 inh	HePTP inhibitor
COCCCN1C(=O)C(=O)/C(=C(/O)c2ccc(C)cc2)C1c1ccccc1 (stereo not drawn)	91	0
CCCCc1nc2sc3c(c2c(=O)[nH]1)CCC3	134	6
CCn1cnc2cc(NCc3ccc(C)cc3)ccc21	131	3
C=CCc1ccc(OCC(O)CN2CCCCC2)c(OC)c1 (stereo not drawn)	107	-5
COc1ccc(Cl)cc1NC(=O)Cn1nc([N+](=O)[O-])cc1C	.	9
CC(C)(C)c1cc(C(=O)CSc2nnnn2-c2ccccc2)cc(C(C)(C)C)c1O	68	.
Cc1ccc(C23CC4CC(CC(C(=O)NC(C)C(=O)NC(C)(C)C)(C4)C2)C3)cc1 (stereo not drawn)	.	0
O=C(CCCSc1nnc(-c2cccs2)n1CC1CCCO1)c1ccccc1 (stereo not drawn)	104	11
COc1ccccc1NC(=O)C1=C(C)NC(=O)NC1c1cccs1 (stereo not drawn)	.	6
CCn1c(C(=O)N2CCCC(C(=O)O)C2)cc2sccc21 (stereo not drawn)	100	-2
CC(C)C(C(=O)O)N1C(=O)/C(=C/c2ccccc2C(=O)O)SC1=S (stereo not drawn)	.	-1
O=C(NCCO)c1ccc(Oc2ccc(C(=O)NCCO)cc2)cc1	.	5
CSC1=C(C#N)C2(CCCC2)C(C#N)=C(N)N1	31*	2
Cc1cccc(NC(=O)CS(=O)(=O)c2c[nH]c3ccccc23)c1C	.	9
Clc1ccc(-c2nnc(-c3ccco3)o2)cc1	93	-14
COc1cccc(N2C(=O)C3C4C=CC(C4)C3C2=O)c1 (stereo not drawn)	.	-2
O=C(O)CCCC(=O)N1N=C(c2ccc(Br)cc2)CC1c1ccc(Cl)cc1 (stereo not drawn)	114	.
CC(C)P(=O)(Cc1cccc(C#N)c1)C(C)C	111	2
N=c1n(CCN2CCCCC2)c2ccccc2n1CC(=O)c1ccco1	100	.
O=C1c2ccccc2C(=O)N1c1ccc(O)cc1	.	-14
COC(=O)C1=C(C)NC2=C(C(=O)CCC2)C1c1cc2c(cc1Br)OCO2 (stereo not drawn)	.	4
Cc1cccc(C(=O)NNC(=O)c2ccc(-c3ccccc3)cc2)c1	.	3
COCC(COCCCNC(=O)Nc1ccc(Br)cc1)OC (stereo not drawn)	94	12&2
c1ccc2c(c1)nc(NC1CCCCC1)c1nncn12	95	-2
COc1cc(-c2nnc3sc(-c4ccco4)nn23)cc(OC)c1OC	134	3

Part of the list above, with values ahead of the structure:
BAP1 inh	HePTP inhibitor	canonical_smiles
100	.	N=c1n(CCN2CCCCC2)c2ccccc2n1CC(=O)c1ccco1
134	3	COc1cc(-c2nnc3sc(-c4ccco4)nn23)cc(OC)c1OC

The main list resumes, starting three compounds before the break.
SMILES	BAP1 inh	HePTP inhibitor
COCC(COCCCNC(=O)Nc1ccc(Br)cc1)OC (stereo not drawn)	94	12&2
c1ccc2c(c1)nc(NC1CCCCC1)c1nncn12	95	-2
COc1cc(-c2nnc3sc(-c4ccco4)nn23)cc(OC)c1OC	134	3
CN(C)S(=O)(=O)N(CC(=O)NCc1ccccc1)c1ccccc1	55	0
C=CCC1CCCCC12NC(=O)NC2=O (stereo not drawn)	100	10
Cc1ccc([N+](=O)[O-])cc1NC(=S)NC(=O)c1ccccc1Cl	.	0
CCOC(=O)c1ccc(COc2nc3ccccc3nc2-c2ccccc2NC(C)=O)o1	133	0
COCCNC(=O)C(c1ccccc1C)N(CCOC)C(=O)Cn1nnc2ccccc21 (stereo not drawn)	99	-2
COC(=O)c1ccccc1NC(=O)c1ccc(CN2CCOCC2)cc1	.	-10
O=C(Cn1nnc2c(cnn2-c2ccccc2)c1=O)NCc1cccs1	72	7
CCCn1c(CCNC(=O)c2cccs2)nc2ccccc21	103	6
CCCc1[nH]nc2c1C(c1ccc(O)c(OC)c1)C(C#N)=C(N)O2 (stereo not drawn)	93	-11
COc1ncnc2c1oc1nc(CC(C)C)c3c(c12)CCCC3	89	-6
COc1ccc(OCC(=O)Nc2cc(OC)cc(OC)c2)cc1	92	1&-1
CCN1C(=O)c2ccccc2S(=O)c2ccc(C(=O)NCCCN3CCCC3=O)cc21 (stereo not drawn)	99	-6
N/C(=N\OC(=O)c1ccc(I)cc1)c1ccccc1	.	-14
O=C(NNC(=O)c1ccc(S(=O)(=O)c2ccccc2)cc1)c1ccc(Br)cc1	.	-18
Cc1noc(C)c1CSc1nnc(-c2ccccc2F)n1CCc1ccccc1	107	4
CN1CCN(C(=O)c2ccc3c(c2)NC(=O)C(N2CCOCC2)S3)CC1 (stereo not drawn)	102	5
CCCOc1ccc(C2/C(=C(\O)c3c(C)[nH]c(C(=O)OC)c3C)C(=O)C(=O)N2CCN(C)C)cc1 (stereo not drawn)	69	0
CCOC(=O)CC(=O)CSc1nnc(Cn2c(=O)sc3ccccc32)n1C	103	5
O=C(C1CCCN(S(=O)(=O)c2ccc(Br)s2)C1)N1CCCCCC1 (stereo not drawn)	119	0
COc1ccc(NC(=O)c2ccccc2F)cc1OC	.	0
CCN1C(=O)/C(=C\c2ccc(C)cc2)C(C(=O)OC)=C1C	.	8
Cc1cccc(-c2noc(-c3ccc(F)cc3)n2)c1	72	9
c1ccc(Cn2nnnc2-c2ccco2)cc1	87	7
CC(=O)N/N=C/c1cc(C)n(-c2ccc(Cl)c(Cl)c2)c1C	.	-16
Cc1cnnn1-c1ccc(C(=O)/C=C\c2ccco2)cc1	.	10

Profiles from above. Order of values: BAP1 inh, HePTP inhibitor
`O=C(NCCO)c1ccc(Oc2ccc(C(=O)NCCO)cc2)cc1` as listed: ., 5
`COc1cc(-c2nnc3sc(-c4ccco4)nn23)cc(OC)c1OC` as listed: 134, 3
`CC(=O)N/N=C/c1cc(C)n(-c2ccc(Cl)c(Cl)c2)c1C` as listed: ., -16
`CCn1c(C(=O)N2CCCC(C(=O)O)C2)cc2sccc21` (stereo not drawn) as listed: 100, -2

Further structures.
SMILES	BAP1 inh	HePTP inhibitor
CN(C)S(=O)(=O)N1CCN(c2cc(Cl)ccc2Cl)CC1	110	4
CCC(C)NC(=O)CNC(=O)Cn1c(C)cc2ccccc2c1=O (stereo not drawn)	.	-1
O=C(N1CCN(c2ccccc2F)CC1)C12CC3CC(CC(C3)C1)C2	91	9
Cc1ccc(NC(=O)c2ccc(Br)o2)c(Br)c1	68	.
CCCCN1C(=O)c2ccccc2C1C(=O)NC1CCCC1 (stereo not drawn)	118	1
Cc1ccc(C)c(NC(=O)CSc2nc3c(c(=O)n2C)SC(C)C3)c1 (stereo not drawn)	86	3
CCOC(=O)CSc1nnc2n1C(C)(C)Cc1ccccc1-2	116	-10
CCCCc1c(O)nc(SCC(=O)N2CCCCC2)n(-c2ccccc2C)c1=O	69	7
COc1ccc(C2CC(=O)C3=C(C2)Nc2ccccc2NC3c2ccccc2)cc1 (stereo not drawn)	.	-2
Cc1ccc(S(=O)(=O)N2CCC(O)CC2C)cc1 (stereo not drawn)	.	-14
COC(=O)C1=C(CSc2nc3ccccc3o2)NC(=O)NC1c1cc(C)ccc1C (stereo not drawn)	106	5
O=C1OC(c2ccc(Br)cc2)=N/C1=C\N1CCCCC1	83	4
N#Cc1nc(-c2ccccc2F)oc1NC1CCCCC1	.	1
Cc1cccc(C(=O)NCc2nnc(SCC(=O)N3CCN(c4ccccc4)CC3)n2C)c1	113	8
COc1cc(C(O)c2nc3ccccc3n2C(C)C)cc(OC)c1OC (stereo not drawn)	.	0
Cc1cccnc1NCc1ccc(O)c2ncccc12	103	2
CC(=O)Nc1ccc(N2Cc3ccccc3C2)cc1	.	5
Cc1ccc(C2CC(=O)NC(SCc3ccccc3)=C2C#N)o1 (stereo not drawn)	89	-2
CN1CCN(c2nc3c(c(=O)[nH]c(=O)n3C)n2Cc2cccc3ccccc23)CC1	85	-8
CCOc1cc(/C=C/C(=O)O)cc(I)c1OCC	.	-12
CCC(=O)Nc1ccc(C(=O)Nc2c[nH]c(=O)[nH]c2=O)cc1	.	-6
COc1cc(NC(=O)CCc2ccccc2)nc(OC)n1	104	1
CC(=O)c1ccc(NC2OC(CO)C(O)C(O)C2O)cc1 (stereo not drawn)	70	-7
COc1cccc(CNc2nn[nH]n2)c1OC	63	0
O=C(CCn1c(=S)[nH]c2ccccc2c1=O)NCCCN1CCCC1=O	124	9
SMILES	BAP1 inh	HePTP inhibitor
CCCCNC(=O)CCCCCNS(=O)(=O)c1ccc(OC)cc1	81	-4
S=c1[nH]nc(-c2ccccc2)n1C1CCCCC1	.	18
CCOC(=O)C1CCCN(S(=O)(=O)Cc2ccccc2)C1 (stereo not drawn)	102	-7
COc1ccc(-c2nnn(CC(=O)N(CC(=O)NC3CCCC3)c3cccc(C)c3)n2)cc1OC	90	0
O=C(NCCCN1CCN(CCCNC(=O)c2ccccc2F)CC1)c1ccccc1F	102	7
Cc1ccc(-c2csc(NC(=O)Nc3ccccc3)n2)cc1	68	.
COc1cccc(NC(=O)COc2cc(C)c(Cl)c(C)c2)c1	.	4
Oc1c(Br)cc2oc3c(c2c1/C=N/c1ncn[nH]1)CCCC3	.	4
O=C(Oc1ccc(/C=c2/sc3nc4ccccc4n3c2=O)cc1)c1ccc(Br)cc1	.	3
CCN(CC)S(=O)(=O)c1ccc(NC(=O)c2c(-c3ccccc3)noc2C)cc1	91	8
COc1ccc(C2CC(=O)C3=C(C2)Nc2ccccc2NC3c2ccc(O)cc2)cc1OC (stereo not drawn)	.	-1
O=C(Nc1ccc(-c2nc3ccccc3[nH]2)cc1)c1cccc(Br)c1	.	102*
Cc1sc(NC(=O)c2ccc(Cl)s2)c(C(N)=O)c1C	.	-6
O=C(Nc1nccs1)c1cccc(S(=O)(=O)N2CCOCC2)c1	.	6
CCOc1ccccc1-c1nc(SCC(N)=O)n[nH]1	.	-7
O=C(/C=C/Nc1cc(Cl)ccc1O)c1cccs1	.	1
O=C(NCc1ccccc1)C1CC(=O)N(c2ccc(Cl)cc2)C1 (stereo not drawn)	.	8
Cc1cc(C)c(S(=O)(=O)Nc2cc(C(F)(F)F)ccc2Cl)c(C)c1	.	-12
O=C(/C=C/c1ccc(-c2cc(Cl)ccc2Cl)o1)c1ccc(F)cc1	.	0
COCCNCC(=O)C12CC3CCC(CC(C3)C1)C2	.	8
Cc1cc(N2C(=O)NC(=O)/C(=C\c3cccc(O)c3)C2=O)ccc1Br	.	6
CCN1C(=O)/C(=C/c2ccc(N3CCCC3)cc2)C(=O)NC1=S	.	-1
CCN1CCN(CC(=O)Nc2ccc3c(c2)OCCO3)C(=O)C1=O	109	1
COc1ccc(-n2c(O)c(C=Nc3ccccc3OC)c(=O)[nH]c2=O)cc1	.	6
Cc1ccc(-c2nn(-c3ccccc3)cc2/C=C2\SC(N)=NC2=O)cc1	.	7
SMILES	BAP1 inh	HePTP inhibitor
CCN1C(=O)C2(Nc3ccccc3-c3nc4ccccc4n32)c2cc(OC)ccc21 (stereo not drawn)	.	2
COc1ccccc1NC(=O)CSCC(N)=O	58	0
COc1ccc(C(=O)/C=C/c2ccc3c(c2)OCO3)cc1	.	-15
O=S(=O)(NCc1ccco1)c1cccc(S(=O)(=O)N2CCCCC2)c1	96	6
CC(Sc1ccc(Cl)cc1)C(=O)NC(C)c1ccccc1 (stereo not drawn)	.	3
O=C(CCCSc1nc2sc3c(c2c(=O)[nH]1)CCCC3)NCCO	.	-3
N#Cc1nc(-c2ccc(Cl)cc2)oc1NCc1cccc2c1OCO2	.	1
CCc1ccccc1NC(=O)CCc1ccccc1	.	-4
O=C(NCCOc1ccccc1F)c1ccc(CSc2ccc(Cl)cc2)cc1	.	-5
CCc1ccc(OCc2nnc(N)s2)cc1	.	5
CCCC(=O)N1c2ccccc2NC2=C(C(=O)CCC2)C1c1ccc(F)cc1 (stereo not drawn)	95	7
CCSc1nc2c(c(=O)n1Cc1ccccc1)SC(C)C2 (stereo not drawn)	92	.
COC(=O)c1sc(NC(=O)c2cnccn2)c(C(=O)OC)c1C	97	4
COc1ccccc1N1CCN(C/C(C)=C/c2ccccc2)CC1	98	1
Cc1ccc(-n2[nH]c(C)c(C=Nc3ccc(S(=O)(=O)Nc4nccs4)cc3)c2=O)cc1	.	6
CN(C)CCCNC(=O)c1ccc(N(C)S(=O)(=O)c2ccccc2)cc1	.	1
COc1ccc(CC(=O)Nc2sc3c(c2C#N)CCCC3)cc1OC	.	-11
COc1cc(/C=C(\C#N)c2ccc([N+](=O)[O-])cc2)ccc1O	.	-21
Cc1cc(C(=O)N2CCN(Cc3ccc4c(c3)OCO4)CC2)on1	91	-6
Cc1ccc(OCC(O)CN2C(=O)NC(C)(C)C2=O)cc1C (stereo not drawn)	87	5
O=C(O)CCC(=O)N1N=C(c2ccc([N+](=O)[O-])cc2)CC1c1ccc(Br)cc1 (stereo not drawn)	.	4
CCNCCNC(=O)c1c(O)c2c([nH]c1=O)CCCC2	96	4
COc1ccccc1NC(=O)N1CCCC(C(=O)Nc2cccc(C)c2C)C1 (stereo not drawn)	122	4
COc1ccc(S(=O)(=O)N2CCN(CCN3C(=O)c4cccc5cccc(c45)C3=O)CC2)cc1	.	4
CCCCOc1ccc(S(=O)(=O)n2cnc3ccccc32)cc1	.	7
CCN(CC)c1ccc(NC(=O)c2ccc(F)cc2)cc1	.	-2
COc1ccc(CCNc2nc3c(c(=O)n(C)c(=O)n3C)n2C)cc1OC	156	4&0

Screens: PubChem, several laboratories
